Bioassay records as filed in PubChem BioAssay.
Rat MKP-3 inhibitors – inhibition of rat DUSP6 enzyme activity – biochemical, in vitro, primary screen (AID 425). 110,000 compounds, 0.17% hits. one-dose inhibition, % at 20 µM; IC50 in µM for titrated hits. recombinant MKP-3 phosphatase activity, fluorescence; higher % means a stronger effect; in the data active = inhibition above about 50%;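 also: plate controls were vehicle for no effect and reference inhibitor for full effect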
Hsp70 displacement – small molecules displacing fluorescent ligand from Hsp70 – biochemical, fluorescence polarization, primary screen (AID 583); displacement, % at 20 µM; hits with a dose series show IC50 in µM; Hsp70 fluorescence polarization probe displacement, mP; higher % means a stronger effect; 140,000 compounds, 0.06% hits; in the data active = displacement above about 50%;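 also: plate controls were vehicle for no effect and reference ligand for full effect; a part of the inactive calls stands beside numbers as strong as those of hits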
* hit, by the source's call; . = no result given; & = joins results of further samples. An excerpt (hit frequency here may not be typical).

| nr | Rat MKP-3 inhibitors | Hsp70 displacement | Compound |
| --- | --- | --- | --- |
| 1 | 3.4% | 2.5% | CCS(=O)(=O)N1CCC(C(=O)OCC(=O)c2ccc(Br)cc2)CC1 |
| 2 | . | 6.9% | O=C(c1ccccc1)c1ccc(OCC(O)CN2CCN(Cc3ccccc3)CC2)cc1 (centres undefined) |
| 3 | 4.8% | -0.6%&-3.3% | Cc1cc(N(CCO)CCO)nc(-n2nc(C)cc2C)n1 |
| 4 | -2.6% | -0.3% | C=CCN1C(=O)C(O)(CC(=O)c2ccc(-n3cccc3)cc2)c2ccccc21 (centres undefined) |
| 5 | 1.3% | 1.6% | COc1ccc(NC(=O)C(=O)NCCO)cc1Cl |
| 6 | 2.5% | -4.3% | O=C(/C(=C/c1ccccc1[N+](=O)[O-])c1nc2ccccc2[nH]1)c1ccccc1 |
| 7 | 4.0% | -4.3% | O=C(Nc1cc(-c2ccc(F)cc2)[nH]n1)c1ccc(Br)cc1 |
| 8 | 1.0% | -15.7% | O=C1NC(=S)N/C1=C/c1ccc(-c2ccc(Cl)cc2)o1 |
| 9 | . | -4.1% | CC1CCCN(C(=O)c2ccc3c(c2NCCO)C(=O)c2ccccc2C3=O)C1 (centres undefined) |
| 10 | -0.3% | 2.4% | CC(SCc1ccccc1)C(=O)NC1CCCC1 (centres undefined) |
| 11 | 1.3% | -1.5% | CN(CC1CCCO1)S(=O)(=O)c1ccc(C(=O)Nc2nc3cc4c(cc3s2)OCO4)cc1 (centres undefined) |
| 12 | 1.3% | -1.1% | COc1ccc(CNC(=O)CS(=O)Cc2nc(-c3ccc(C)cc3)oc2C)cc1 (centres undefined) |
| 13 | 4.6% | 2.3% | O=c1n(-c2cccc(Cl)c2)c(=O)n2n1CCC2 |
| 14 | -1.6% | 3.8% | COc1cccc2cc(C(=O)NC(C)C3CCCO3)c(=O)oc12 (centres undefined) |
| 15 | 1.6% | -4.8% | O=C(COc1ccccc1[N+](=O)[O-])Nc1ccc2c(c1)Cc1ccccc1-2 |
| 16 | . | 6.2% | CC1CCc2c(nc3ncnn3c2Nc2ccc(OC(F)(F)F)cc2)C1 (centres undefined) |
| 17 | -5.5% | 9.1% | Oc1ccccc1C1=Nc2ncnn2C(c2ccccc2)C1 (centres undefined) |
| 18 | -0.8% | -1.5% | NC(=O)c1cc2n(n1)C(C(F)(F)F)CC(c1ccc(Cl)cc1)N2 (centres undefined) |
| 19 | -2.5% | 1.3% | O=C(NC1CCCC1)c1cc(-c2ccccc2Cl)nc2ccccc12 |
| 20 | 0.3% | -3.3% | NC(=O)c1c(NC(=O)CCN2C(=O)c3ccccc3C2=O)sc2c1CCC2 |
| 21 | 4.2% | 4.0% | O=C(O)c1ccc(N2C(=O)CC(N3CCN(c4cccc(Cl)c4)CC3)C2=O)cc1 (centres undefined) |
| 22 | -0.8% | 0.9% | Cc1cc2oc(=O)cc(C)c2cc1NC(=O)COc1ccccc1 |
| 23 | 1.3% | -0.8% | CC(C)=C1C2CCC1C(C(=O)NCCC1=CCCCC1)C2C(=O)O (centres undefined) |
| 24 | 8.6% | -1.6% | COc1ccc(-c2cn3c(C)c(C(=O)N4CCN(c5ccc(OC)cc5)CC4)sc3n2)cc1 |
| 25 | 5.0% | -0.8% | COc1ccc(-c2cc(C(F)(F)F)n3nc(C(=O)Nc4cc(C)on4)cc3n2)cc1OC |
| 26 | -0.5% | -0.7% | Cc1cccc(C)c1OCC(=O)Nc1cc(C(=O)O)cc(C(=O)O)c1 |
| 27 | -0.9% | -0.1% | CN1CCN(C(=O)CCCN2C(=O)/C(=C/c3cccs3)SC2=S)CC1 |
| 28 | -13.3% | 4.6% | Nc1nonc1-n1nnc(C(=O)O)c1-c1cccs1 |
| 29 | 2.0% | -2.0% | CCN(CC)C(=O)COc1ccc(Br)cc1Cl |
| 30 | 3.0% | 0.1% | Cc1nc2ccccn2c1P(=Nc1ccccc1)(N(C)C)N(C)C |
| 31 | 0.1% | -0.2% | CC(/C=N\NC(=O)Cn1nnc2ccccc21)=C/c1ccc(C(C)C)cc1 |
| 32 | -0.1% | -1.4% | COCc1nnc(NS(=O)(=O)c2ccc(Br)cc2)s1 |
| 33 | 1.2% | -9.1% | Clc1cccc(/C=N/N2CCN(Cc3cccc4ccccc34)CC2)c1Cl |
| 34 | -3.4% | 3.5% | CCn1cc(S(=O)(=O)CC(=O)Nc2cc(C)ccc2C)c2ccccc21 |
| 35 | -2.7% | -1.8% | CCCn1c(O)c(CN2CCCCC2)c(C)c(C#N)c1=O |
| 36 | . | 0.7% | Cc1ccc(C(=O)Nc2nc(-c3cccnc3)cs2)o1 |
| 37 | -4.7% | -2.0% | Cc1cc(NC(=O)c2cc(C)on2)no1 |
| 38 | 0.0% | 2.8% | COc1ccc(C(=O)Oc2cccc3cccnc23)cc1OC |
| 39 | 9.5% | -1.4% | O=C(CN1CCN(S(=O)(=O)c2cc(Cl)ccc2Cl)CC1)Nc1ccc2c(c1)OCCO2 |
| 40 | -6.9% | 3.9% | Cc1cc(C(F)(F)F)nc(SCC(=O)Nc2ccccc2)n1 |
| 41 | -0.9% | 0.2% | CCCOc1ccc(C2c3c(oc4cc(C)c(C)cc4c3=O)C(=O)N2CCCN2CCOCC2)cc1 (centres undefined) |
| 42 | . | -1.0% | COc1ccc(C(=O)C[N+]2(C)CCOCC2)cc1 |
| 43 | -9.8% | 0.8% | Cc1ccc(N2C(N)=C(C#N)C(c3cccnc3)C3=C2CCCC3=O)cc1 (centres undefined) |
| 44 | 1.7% | -6.0% | COC(=O)c1c(C)oc2cc(Br)c(OC(=O)c3cccc([N+](=O)[O-])c3)cc12 |
| 45 | 10.9% | 1.9% | CC(C)(C)n1nc2c(c1NC(=O)c1ccc(Br)o1)CS(=O)C2 (centres undefined) |
| 46 | 1.1% | -59.0% | COc1ccc(NC(=O)COc2ccc(-c3ccccc3)cc2)c([N+](=O)[O-])c1 |
| 47 | 1.6% | -2.6% | CCOc1cc(CN2CCOCC2)cc(C(C)=O)c1 |
| 48 | -1.3% | -5.2% | COc1ccc(N(CC(=O)N/N=C/c2ccc(OC3CSC3)cc2)S(=O)(=O)c2ccccc2)cc1 |
| 49 | -6.3% | 9.1% | CCOC(=O)c1ccc(NC(=O)CSc2nc3c(c(=O)n2CC)SC(C)C3)cc1 (centres undefined) |
| 50 | -5.5% | 3.5% | Nc1nc(NC(=O)c2cccnc2)nn1-c1ccccc1 |
| 51 | -15.7% | -0.8% | CC(C)NC(=O)c1ccccc1NC(=O)CCS(=O)(=O)Cc1ccccc1 |
| 52 | 3.2% | 1.8% | CCOC(=O)c1c(NC(=O)c2cccs2)sc(C(=O)Nc2ccccc2C(F)(F)F)c1C |
| 53 | . | -2.0% | Cc1nc(SCC(O)CO)c([N+](=O)[O-])[nH]1 (centres undefined) |
| 54 | . | -0.9% | Cn1c(SCC(=O)c2ccccc2)nnc1-c1cccc(N)c1 |
| 55 | 9.9% | 0.7% | Cc1ccc(-n2c(N)c(-c3nc4ccccc4n3C)sc2=S)cc1 |
| 56 | 5.8% | 0.8% | Cc1ccc(Nc2nc(N)nc(CN3CCN(Cc4ccc5c(c4)OCO5)CC3)n2)cc1Cl |
| 57 | 1.9% | -0.1% | CCOc1ccc2c(O)csc2c1 |
| 58 | 4.1% | -4.8% | COc1cc2c(cc1OC)C(C(Cl)(Cl)Cl)OC(=O)C2 (centres undefined) |
| 59 | . | -1.5% | COc1ccc(OC)c(N2C(=O)CC(Cc3ccc(C)cc3)C2=O)c1 (centres undefined) |
| 60 | -4.0% | -3.5% | CC1(C)CC(=O)c2cc(OCC(=O)NCCCN3CCN(c4ccccc4F)CC3)ccc2O1 |

Other records follow:
| nr | Rat MKP-3 inhibitors | Hsp70 displacement | Compound |
| --- | --- | --- | --- |
| 61 | -15.2% | 4.5% | Cc1cc(OCCSc2nnc(-c3cccs3)n2C)ccc1Cl |
| 62 | . | 0.1% | Cc1[nH]nc(-c2ccc(O)c(C)c2O)c1Oc1ccccc1 |
| 63 | 5.0% | 1.4% | O=C(NCCNc1ccc(Cl)cc1[N+](=O)[O-])C(c1ccccc1)c1ccccc1 |
| 64 | . | -1.5% | CC(=O)N1N=C(c2ccc(C)cc2)OC1c1ccc(C(C)C)cc1 (centres undefined) |
| 65 | -0.2% | 1.5% | COCCn1nnnc1C(c1ccccc1OC)N1CCN(c2ccccc2F)CC1 (centres undefined) |
| 66 | -8.9% | 0.4% | Cc1ccc(O)c(NC(=O)c2cccc(S(=O)(=O)N3CCCCC3)c2)c1 |
| 67 | . | -1.9% | CCCCOP(=O)(c1ccc(N(C)C)cc1)C(O)c1cccnc1 (centres undefined) |
| 68 | -16.2% | -2.0% | CC(=O)n1c2ccccc2c2c1c1ccccc1n2C |
| 69 | -0.7% | -2.9% | O=C(Nc1ccc2c(c1)ncn2-c1ccccc1)c1ccccc1 |
| 70 | -4.5% | 1.3% | CCC(c1nnc(SCC(=O)N2CC3(C)CC2CC(C)(C)C3)o1)N(C)C (centres undefined) |
| 71 | . | 6.8% | OCCCCCNc1ncnc2ccccc12 |
| 72 | 1.2% | -8.1% | O=[N+]([O-])c1ccc2c(c1)Cc1cc(N=Cc3ccccc3F)ccc1-2 |
| 73 | -15.9% | 1.8% | Cc1cc(NC(=O)CNC(=O)C2CCCCC2)no1 |
| 74 | 7.1% | -2.5% | C=CCn1c(COc2ccc3ccccc3c2)nc2ccccc21 |
| 75 | 6.4% | 5.3% | Cc1cccc(-n2c(=O)[nH]c3c(C(N)=O)nc(CC(C)C)nc32)c1 |
| 76 | -1.5% | 3.1% | COc1ccc(CNC(=O)CCc2nc(-c3ccccc3F)no2)c(OC)c1 |
| 77 | -9.1% | -2.0% | O=S(=O)(c1ccc2c(c1)OCCO2)N1CCC(n2nnc3cc(C(F)(F)F)ccc32)CC1 |
| 78 | -5.7% | 0.9% | CCOc1ccc(N/C=C\C(=O)c2ccc3c(c2)OCO3)c([N+](=O)[O-])c1 |
| 79 | -2.2%&2.3% | 4.6% | COc1ccc(C2CC(C(F)(F)F)n3nc(C(=O)O)cc3N2)cc1OC (centres undefined) |
| 80 | 2.9% | 0.9% | COc1ccc(OC)c2c(C)cc(N3CCN(C(=O)c4ccc(F)cc4)CC3)nc12 |
| 81 | -0.2% | -107.7% | CCOC(=O)C1=C(C)N=c2s/c(=C\c3ccc(N(C)C)cc3)c(=O)n2C1c1ccc(OC)cc1 (centres undefined) |
| 82 | 0.7% | -4.1% | Cc1cc(C(=O)Cn2nnc(-c3ccc(Cl)cc3)n2)c(C)n1CC1CCCO1 (centres undefined) |
| 83 | 5.9% | 3.5% | CCn1c(SCC(=O)Nc2cc(C)c(Cl)cc2OC)nnc1-c1ccco1 |
| 84 | -0.2% | -8.6% | CCOc1ccccc1NC(=O)Cc1ccc(OC)cc1 |
| 85 | -4.0% | 9.6% | O=C(NCc1ccccc1F)C1CCCN1C(=O)NCc1ccccc1 (centres undefined) |
| 86 | -6.6% | 7.9% | Cn1c2c(c(=O)n(C)c1=O)CN(Cc1ccco1)CN2 |
| 87 | -3.2% | 1.4% | Cc1ccc(OCc2ccc(C(=O)N3CCOCC3)cc2)cc1C |
| 88 | 4.9% | -1.5% | CC1(C(=O)NCc2cccnc2)CCC(=O)N1CCc1ccccc1 (centres undefined) |
| 89 | 6.8% | -3.0% | COc1cccc(-c2cc(C(=O)N3CCN(Cc4ccccc4)CC3)no2)c1 |
| 90 | -1.6% | 5.7% | Cc1ccc(-c2ccccc2NC(=O)c2ccccc2)o1 |
| 91 | -1.8% | 2.0% | Cc1ccc(C(C)n2cc(C(=O)NCc3ccncc3)nn2)cc1 (centres undefined) |
| 92 | 6.4% | -5.0% | Cc1ccc(Cl)cc1N(Cc1ccc(C(=O)N2CCN(c3ccccc3)CC2)cc1)S(=O)(=O)c1ccccc1 |
| 93 | 0.4% | 4.6% | Fc1cnc(N2CCOCC2)nc1N1CCOCC1 |
| 94 | 3.8% | -0.4% | O=C(CNc1ccc(Cl)cc1)c1ccc(Br)cc1 |
| 95 | . | -3.2% | CN(C)c1nc(N)nc(CSc2nnnn2-c2ccccc2)n1 |
| 96 | 3.1% | -5.5% | Cc1ccccc1NC(=O)C1CC(=O)N(c2ccccc2)C1 (centres undefined) |
| 97 | -6.2% | 2.4% | COCCn1c(=O)[nH]c2cc(C(=O)N3CCN(Cc4ccc5c(c4)OCO5)CC3)ccc2c1=O |
| 98 | -4.4% | 0.1% | O=C(Nc1cccc(Cl)c1)c1cc2nc(-c3ccc4c(c3)OCO4)cc(C(F)(F)F)n2n1 |
| 99 | 1.4% | 0.2% | CN(CCNC(=O)c1ccc(N2CCCC2=O)cc1)CCc1ccccc1 |
| 100 | -8.3% | 0.5% | CSC(=NCc1cccnc1)NS(=O)(=O)c1cccs1 |
| 101 | 2.7% | -2.0% | Cc1ccccc1NC(=O)c1c(NC(=O)C(C)(C)C)sc2c1CCCCC2 |
| 102 | -0.3% | 3.0% | COc1ccc(C)cc1NC(=O)CSc1nnc(-c2cc3cccc(OC)c3o2)n1N |
| 103 | 0.5% | 9.4% | CN1CCN(NC(=O)CN2C(=O)S/C(=C/c3ccccc3)C2=O)CC1 |
| 104 | -4.4% | 0.8% | Cc1cccc(N2C(=O)C(=O)/C(=C(\O)c3ccccc3)C2c2ccc(F)cc2)c1 (centres undefined) |
